High-throughput results as filed in PubChem BioAssay.
Efflux pump inh: antifungal efflux pump inhibition, Nile Red retention; 0.44% of 330,000 active; S. cerevisiae Candida pump triplex; inhibition, % at 10 µM;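 active = plate passing quality check with inhibition over a set limit, or well fluorescence over plate mean plus 4 SD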;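 note: Nile Red retained in pooled yeast measured as flow cytometry median fluorescence; 0% = buffer negative control and 100% = Enniatin B positive control; higher means more Nile Red kept so more efflux inhibition; some compounds called inactive have numbers as strong as hits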
GASC-1 inh: human JMJD2C demethylase inhibition; GST-JMJD2C(1-420) H3K9me3 demethylation, DELFIA europium; inhibition, % at 2.35 µM; AID 2099; 0.069% of 330,000 active;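 active = more than half of a compound's replicate wells show inhibition beyond 50%, single wells judged on their own value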;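 note: signal counts dimethyl H3K9 product captured on neutravidin plate; 0% = median of DMSO wells and 100% = 0.3 times that DMSO median; strong numbers were not always called active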
PREPL inhibitor: human PREPL enzyme inhibition. Q4J6C6. recombinant PREPL, fluorescence polarization activity-based probe. inhibition, % at 5.96 µM. 0.68% of 320,000 active; in the data active = inhibition above about 43%;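 note: 0% = enzyme with DMSO and 100% = wells lacking enzyme; many of its hits are not listed in these tables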
Target sequence (Q4J6C6 whole entry, looked up): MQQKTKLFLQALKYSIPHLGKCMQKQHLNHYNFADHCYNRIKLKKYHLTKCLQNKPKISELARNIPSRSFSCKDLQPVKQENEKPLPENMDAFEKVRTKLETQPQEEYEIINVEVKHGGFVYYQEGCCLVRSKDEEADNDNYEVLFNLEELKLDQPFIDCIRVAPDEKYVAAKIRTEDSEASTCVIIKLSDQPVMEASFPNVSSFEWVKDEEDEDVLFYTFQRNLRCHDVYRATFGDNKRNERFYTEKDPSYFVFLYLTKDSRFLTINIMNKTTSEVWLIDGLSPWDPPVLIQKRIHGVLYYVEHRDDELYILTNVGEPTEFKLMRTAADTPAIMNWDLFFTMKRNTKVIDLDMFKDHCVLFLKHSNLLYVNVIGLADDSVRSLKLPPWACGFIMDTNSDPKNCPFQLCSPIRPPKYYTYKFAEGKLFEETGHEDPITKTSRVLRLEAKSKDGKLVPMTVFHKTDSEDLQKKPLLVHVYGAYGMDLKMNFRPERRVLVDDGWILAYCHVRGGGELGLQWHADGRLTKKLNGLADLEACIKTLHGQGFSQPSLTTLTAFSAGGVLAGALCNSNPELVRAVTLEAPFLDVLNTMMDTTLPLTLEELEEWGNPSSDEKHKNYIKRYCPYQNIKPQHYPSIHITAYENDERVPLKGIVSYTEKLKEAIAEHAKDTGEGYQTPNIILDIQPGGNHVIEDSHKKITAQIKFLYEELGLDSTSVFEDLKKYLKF
* marks the source's active call; other numbers are inactive results. Only part of the results is shown; the hit share may differ from the screen's.

molecule	Efflux pump inh	GASC-1 inh	PREPL inhibitor
CC1CCN(C(=O)COC(=O)/C=C/c2ccc([N+](=O)[O-])cc2)CC1	0.2	-1	13
CC(=O)c1ccc(OCCCC(=O)Nc2nnc(C3CC3)s2)cc1	-0.1	-4	5
C[C@@H]1COC(=O)[C@H](NC(=O)OCC2c3ccccc3-c3ccccc32)C/C=C\C[C@@H](CC(=O)N[C@@H](CO)Cc2ccccc2)C(=O)N1	-0.1	-2	8
CCc1ccc([C@@H]2CC=C(C(=O)O)[C@H](c3ccc(C(C)(C)C)cc3)N2S(=O)(=O)c2ccc(C)cc2)cc1	-0.1	34	12
CCCCn1c(CCC(=O)O)nc2cc(S(=O)(=O)N3CCCC3)ccc21	0.1	-6	20
O=C1N[C@@H](c2ccccc2)COC(=O)[C@H](Cc2ccc(F)cc2)CC/C=C/C[C@@H]1CC(=O)N(CCO)Cc1ccccc1	0.0	15	57*
CC(=O)c1ccc(OC(C)C(=O)Nc2cccc(S(=O)(=O)NCc3ccco3)c2)cc1 (stereo not given)	0.1	0	17
Cc1ccc(S(=O)(=O)CCC(=O)Nc2sccc2C(N)=O)cc1	-0.2	-8	20

Profiles, quoted from the list. Values in the order: Efflux pump inh | GASC-1 inh | PREPL inhibitor
CC1CCN(C(=O)COC(=O)/C=C/c2ccc([N+](=O)[O-])cc2)CC1 in the list: 0.2 | -1 | 13
Cc1ccc(S(=O)(=O)CCC(=O)Nc2sccc2C(N)=O)cc1 in the list: -0.2 | -8 | 20

The list goes on.
molecule	Efflux pump inh	GASC-1 inh	PREPL inhibitor
Cc1ccc(S(=O)(=O)/N=C2\C=C(Nc3ccc(O)cc3)C(=O)c3ccccc32)cc1	-0.3	13	39
Cc1cc(=O)oc2cc(OCC(=O)N3CCOCC3)c(Cl)cc12	0.0	4	4
O=C(COC(=O)c1cc2ccccc2cc1O)Nc1ccccc1F	0.2	14	18
Cc1cc(C)n2nc(SC(C)C(=O)N3CC(C)OC(C)C3)nc2n1 (stereo not given)	0.1	-1	-2
Cc1cccc(N2CCN(C(=O)c3ccc4[nH]c(C)c(C)c4c3)CC2)c1C	0.0	2	32
C#CCOCCOCCOCCNc1nc(N2CCN(C(=O)[C@H](CCCN=C(N)N)n3cc(C(N)[C@@H](C)CC)nn3)CC2)nc(N2CCN(C(=O)[C@H](CCC(=O)O)n3cc([C@@H](N)[C@H](C)CC)nn3)CC2)n1 (stereo not given in full)	-0.2	38	8
CCOc1ccccc1C(=O)NCC(=O)N1CCC(C)CC1	0.3	7	22
O=C(COC(=O)COc1ccccc1F)NCc1ccco1	0.2	-2	19
C[C@H](CO)N1C[C@H](C)[C@@H](CN(C)Cc2ccc(C(=O)O)cc2)Oc2c(NC(=O)C3CC3)cccc2C1=O	0.0	21	4
Cc1cc(C)c(NC(=O)CNC(=O)c2ccc3ncsc3c2)c(C)c1	-0.1	5	17
COc1ccc(Cl)cc1NC(=O)CN(C)C(=O)c1cccc2cccnc12	0.2	2	4
C#CCOCCOCCOCCNc1nc(N2CCN(C(=O)[C@H](CC(N)=O)n3cc([C@@H](N)CC(N)=O)nn3)CC2)nc(N2CCN(C(=O)[C@H](CC(N)=O)n3cc([C@@H](N)CC(N)=O)nn3)CC2)n1	0.5	-2	9
COc1ccc([N+](=O)[O-])cc1NC(=O)C(C)NNC(=O)c1cccc([N+](=O)[O-])c1 (stereo not given)	-0.2	-2	18
COc1cc(OC)cc(-c2c(C#Cc3ccsc3)c3cc(-c4ccc(OC)cc4F)ccc3n2C)c1	0.1	4	19
Cc1cc(C(=O)COC(=O)c2cccnc2Cl)c(C)n1C	-0.2	16	10
O=S(=O)(N=C(NS(=O)(=O)c1ccc(Cl)cc1)c1ccccc1)c1ccc(Cl)cc1	0.0	-2	1

3 entries from above, ordered by their value in Efflux pump inh, descending:
molecule	Efflux pump inh	GASC-1 inh	PREPL inhibitor
O=C(COC(=O)COc1ccccc1F)NCc1ccco1	0.2	-2	19
O=C1N[C@@H](c2ccccc2)COC(=O)[C@H](Cc2ccc(F)cc2)CC/C=C/C[C@@H]1CC(=O)N(CCO)Cc1ccccc1	0.0	15	57*
CC(=O)c1ccc(OCCCC(=O)Nc2nnc(C3CC3)s2)cc1	-0.1	-4	5

(continued)
molecule	Efflux pump inh	GASC-1 inh	PREPL inhibitor
C[C@H]1CN([C@@H](C)CO)C(=O)c2cccc(NC(=O)c3cnccn3)c2O[C@@H]1CN(C)C(=O)Nc1ccc2c(c1)OCO2	-0.5	0	7
Cc1ccc(S(=O)(=O)N2CCOCC2)cc1NC(=O)CSc1nnc2n1CCCCC2	0.1	-5	11
CN(c1ccccc1)S(=O)(=O)c1cccc(C(=O)NCC(=O)Nc2ccc(F)c(F)c2F)c1	-0.1	-6	7
COc1ccc(CN2C(=O)C(C)Nc3ncnc(N4CCN(c5ccccc5)CC4)c32)cc1 (stereo not given)	0.0	3	-76
C[C@]12CC[C@H](O)CC1=CCC1C2CC[C@@]2(C)C1CC[C@@H]2NC(=O)CCC(=O)O (stereo not given in full)	0.5	7	25
CC1CCCN(C(=O)COC(=O)COc2ccc(C#N)cc2)C1 (stereo not given)	-0.2	-14	12
C#CCOCCOCCOCCNc1nc(N2CCN(C(=O)[C@H](CCC(=O)O)n3cc([C@@H](N)CC(N)=O)nn3)CC2)nc(N2CCN(C(=O)[C@H](CCC(=O)O)n3cc([C@@H](N)CC(N)=O)nn3)CC2)n1	-0.2	3	5
CCCCN(C(=O)c1cc(-c2ccncc2)nc2ccccc12)c1c(N)n(CC(C)C)c(=O)[nH]c1=O	-0.2	-2	8
CC1CCCCC12NC(=O)N(CC(=O)OCc1ccccc1F)C2=O (stereo not given)	0.1	-10	7
CC1(C)S[C@@H]2[C@H](NC(=O)C(C(=O)O)c3ccccc3)C(=O)N2[C@H]1C(=O)O (stereo not given in full)	-0.1	-15	1
Cc1cnc(C(=O)OCC(=O)N2CC(C)CC(C)C2)cn1 (stereo not given)	0.2	0	7
Cc1cc(C(=O)Nc2cccc(S(=O)(=O)N3CCOCC3)c2)c2ccccc2n1	0.5	-5	10
CCN(CC)C(=O)[C@H]1CC(CC(=O)NCc2ccco2)C(=O)N2CCc3c([nH]c4ccccc34)[C@]12C (stereo not given in full)	0.3	18	10
COc1ccc(NC(=O)N(C)C[C@H]2Oc3ccc(NC(=O)C4CCCCC4)cc3C(=O)N([C@H](C)CO)C[C@@H]2C)cc1	-0.1	6	10
CC[C@]12c3[nH]c4ccccc4c3CCN1C(=O)C(CC(=O)NCCCn1ccnc1)C[C@@H]2C(=O)N1CCN(C(=O)C2CC2)CC1 (stereo not given in full)	-0.3	-3	4
Cc1cc(C)n2nc(C(=O)Nc3cc(S(=O)(=O)N4CCCCC4)ccc3C)nc2n1	-0.3	3	7

Remaining list, next part
compound	Efflux pump inh	GASC-1 inh	PREPL inhibitor
COc1ccc(C2=C(c3ccc(OC)c(OC)c3)CN3CCCCC3C2)cc1 (stereo not given)	-0.1	-4	-20
COC(=O)c1ccccc1NC(=O)COC(=O)/C=C/c1cccs1	-0.1	3	5
CCn1nc(C(=O)NNS(=O)(=O)c2ccc(C)cc2)c2ccccc2c1=O	-0.1	4	15
COc1cc(NC(=O)CCCn2c(=O)oc3ccccc32)cc(OC)c1	-0.1	-3	0
Cc1ccc(S(=O)(=O)NC(=O)c2cccc(N(C)C)c2)cc1	0.2	1	4
Cc1cc(C(=O)O)cc(S(=O)(=O)Nc2c(C)nn(C)c2C)c1C	-0.1	1	6
Cc1noc(C)c1S(=O)(=O)N(C)C[C@H]1Oc2ccc(NC(=O)C3CCCCC3)cc2C(=O)N([C@H](C)CO)C[C@@H]1C	-0.1	-32	11
O=C(CCc1nc(-c2ccc(F)cc2)no1)NCc1ccccc1CN1CCOCC1	0.1	-6	10
O=C1C[C@H](c2ccc(O)cc2)Oc2cc(O[C@@H]3O[C@H](CO)[C@@H](O)[C@H](O)[C@H]3O)cc(O[C@@H]3O[C@H](CO)[C@@H](O)[C@H](O)[C@H]3O)c21	-0.1	0	4
O=C1COc2ccc(C(=O)COC(=O)c3ccccc3Cl)cc2N1	0.0	-1	9
CCC(CO)Oc1cc(NCc2ccccc2)c2ncn(C(C)C)c2c1 (stereo not given)	-0.3	-2	39
CN(C(=O)CSc1nnnn1-c1ccc(O)cc1)C1CCCCC1	-0.2	2	11
N#Cc1ccc(C23OCCN2CCn2c3c3ccccc3[n+]2[O-])cc1 (stereo not given)	-0.2	-4	3
Cc1ccccc1C(=O)NCC(=O)N1CCN(c2ccccn2)CC1	0.0	-5	6
CC1CCCCC1NC(=O)COc1cccnc1[N+](=O)[O-] (stereo not given)	-0.2	3	25
COc1ccc([C@@H]2CC=C(C(=O)O)[C@H](c3ccc(Br)cc3)N2S(=O)(=O)c2ccc(C)cc2)cc1OC	-0.4	-6	17

Entries listed above printed as active in PREPL inhibitor.
compound	Efflux pump inh	GASC-1 inh	PREPL inhibitor
O=C1N[C@@H](c2ccccc2)COC(=O)[C@H](Cc2ccc(F)cc2)CC/C=C/C[C@@H]1CC(=O)N(CCO)Cc1ccccc1	0.0	15	57*

The list goes on:
compound	Efflux pump inh	GASC-1 inh	PREPL inhibitor
Cc1noc(C)c1NC(=O)N(C)C[C@H]1Oc2ccc(NC(=O)NC(C)C)cc2C(=O)N([C@H](C)CO)C[C@H]1C	0.0	6	9
Cc1cc(F)ccc1S(=O)(=O)Nc1ccc(C(=O)N2CCCCC2)cc1	0.0	-12	2
COc1cc(C=NNc2ccc(S(=O)(=O)Nc3ccccc3C(=O)O)cc2[N+](=O)[O-])ccc1O	0.2	6	55*
Cc1ccc(NS(=O)(=O)c2cc(C(=O)N(C)C3CCN(C)CC3)ccc2Cl)cc1Cl	-0.1	8	15
CCC(C)Sc1cccc(-c2nc3ccccn3c2NCc2ccccc2)c1 (stereo not given)	-0.3	8	21
C[C@H](CO)N1C[C@H](C)[C@@H](CN(C)C)Oc2c(NC(=O)C3CC3)cccc2C1=O	0.0	4	12
CC(=NNC(=O)c1cc(C)nc2ccccc12)c1ccc(N2CCOCC2)cc1	-0.1	-203	10
O=C(CCCOc1ccccc1)NNC(=O)c1ccncc1	-0.1	8	0
CC(O/N=C(\N)c1ccccc1)C(=O)Nc1cccc(C(F)(F)F)c1 (stereo not given)	0.2	-6	1
CCOc1ccc(Br)cc1S(=O)(=O)Nc1cccc(S(=O)(=O)Nc2ccccc2C(=O)O)c1	-0.4	5	12
C[C@H](CO)N1C[C@H](C)[C@H](CN(C)S(=O)(=O)c2cn(C)cn2)Oc2ccc(NC(=O)Nc3ccc(C(F)(F)F)cc3)cc2CC1=O	0.4	1	18
Nn1c(SCC(=O)Nc2ccc3c(c2)CCC3)nnc1C1CC1	-0.2	-2	-9
COc1ccc(N2CCN(C(=O)CN3C(=O)NC4(CCCCC4C)C3=O)CC2)cc1 (stereo not given)	-0.1	-3	28
CC1(C)C(=O)Nc2ccccc2N1C(=O)COC(=O)c1cc(Cl)cc(Cl)c1	0.0	10	18
C=CCn1c(C)cc(C(=O)COC(=O)c2n[nH]c(=O)c3ccccc23)c1C	-0.2	3	0
CC[C@@H]1C/C=C\Cc2ccccc2[C@H](C(=O)C[C@H](O)CC(C)=O)OC1=O	-0.3	26	22
C[C@@H]1CN([C@@H](C)CO)C(=O)c2cc(NC(=O)Nc3ccc(F)cc3)ccc2O[C@@H]1CN(C)Cc1ccc(Oc2ccccc2)cc1	0.4	13	34
CCCn1c(N)c(C(=O)CSc2nnc3ccccn23)c(=O)[nH]c1=O	0.1	5	6
COc1ccc(NS(=O)(=O)c2ccc(C(=O)N3CCCCCC3)cc2)cc1	0.0	1	-12
O=C(COC(=O)CC1CC2CCC1C2)Nc1ccc(F)cc1Cl (stereo not given)	0.2	7	4
O=C1CCCC/C=C\C[C@H](CC(=O)N(CCO)Cc2ccccc2)C(=O)N2CCC[C@@H]2CO1	-0.3	4	7
CC(=O)c1cccc(NC(=O)C(C)OC(=O)CCc2nc3ccccc3c(=O)[nH]2)c1 (stereo not given)	0.1	11	7
CC(=O)Nc1ccc(SCC(=O)Nc2ccc3c(c2)OCCO3)cc1	-0.1	-3	7
O=C(COC(=O)c1ccccn1)NCCc1ccc(Cl)cc1	-0.1	-1	6
CCCN1C(=O)CC(=O)N=C1SCC(=O)Nc1ccccc1F	-0.1	4	1
CC(C)(C)OC(=O)C[C@H]1C/C=C\C[C@H](CC(=O)N[C@H](CO)Cc2ccccc2)C(=O)N2CCC[C@@H]2COC1=O	-0.1	-4	14
CC(C)C(NCC(=O)Nc1ccccc1C(=O)NC1CC1)c1ccccc1 (stereo not given)	0.3	-3	-11
O=S(=O)(Nc1cccc(S(=O)(=O)N2CCCC2)c1)c1cccs1	-0.1	-1	13
NC(=O)C1CCN(c2nc(-c3ccccc3F)cs2)CC1	7.5*	-23	9
C=CC[C@@H](CC(=O)NCCO)C(=O)N[C@H](C)COC(=O)[C@@H](CC=C)CC(=O)OC(C)(C)C	0.1	13	6
O=C(COc1cccnc1[N+](=O)[O-])N1CCC(Cc2ccccc2)CC1	-0.2	15	28
N#CCCN(C(=O)COC(=O)/C=C/c1cccs1)c1ccccc1	0.3	14	25
Cc1ccc(/C=C/C(=O)OCC(=O)NCCc2ccc(S(N)(=O)=O)cc2)o1	0.0	-6	-10
O=C(Cn1cnc2c(OCc3ccccc3)ncnc21)NCc1ccc2[nH]ccc2c1	-0.1	25	10
O=C1CN(C(=O)COC(=O)CCc2ccccc2)c2ccccc2N1	-0.1	-2	-11
